PKM2 act – activators of human pyruvate kinase M2; purified PKM2, Kinase-Glo ATP luminescence, activation; response scale: 0% is enzyme alone, no compound; Potency, µM (top dose mostly 57.5 µM), without a hit: at the top dose activation, hits mostly activators; 0.34% of 260,000 active; also: potency is read from the fitted curve at half-maximal effect; nearly all actives have a fitted effect of over 55% in size
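hPK-M2, >95% pure; 0.1 mM ADP / 0.5 mM PEP final; imidazole pH7.2 buffer w/ 7 mM MgCl2, 50 mM KCl; 1 h RT; Kinase-Glo lum. Intermediate enzyme activity for dual inhibitor/activator qHTS.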
Chronic BCR inh – chronic active BCR signaling inhibition; ABC-DLBCL IkBa-CBG/CBR reporter, luminescence ratio, 4 h; Potency, µM (doses to about 46.1 µM), without a hit: top-dose ratio change, negative = lower green/red ratio, usual class: inhibitors; 0.05% of 340,000 active; AID 493014; active = well fitted inhibition curve with a large enough effect in the signal ratio, with a control signal flat, not every such curve was filed as active; inconclusive = small, poorly fitted or top-dose-only effect, or effect the other way, or a change in a side signal; the % refers to the signal ratio;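 also: potency is read from the fitted curve at half-maximal effect; plate controls were basal doxycycline-induced cells for no effect and cells given 10 µM MG132 for full effect; MG132 reads +100%, hits lower the ratio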
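Concentration-response series (up to 46 uM) were applied to TMD8 dual-reporter cells for 4 h at 37C with doxycycline. Green/red ratio, after filter-overlap correction, defined %Activity; red signal alone was normalised to basal cells and zero luminescence.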
USP2a inh – inhibitors of human ubiquitin-specific protease USP2a; USP2 core, Ub-CHOP2 coupled fluorogenic reporter, 485/531; Potency, µM (doses to about 38.3 µM), for inactives: at the highest dose activity change, negative = inhibition, actives largely listed as inhibitors; 0.01% of 330,000 active; AID 463254;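 also: potency is read from the fitted curve at half-maximal effect; plate controls were DMSO wells for no effect and full inhibition by NEM control for full effect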
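Deubiquitinase activity read as fluorescence (485/531 nm) after Ub-CHOP2 cleavage activates the enterokinase reporter on its substrate; USP2 core 10nM, Ub-CHOP2 and substrate 25nM each, 30min compound preincubation then 60min RT; data normalized to NEM, curves fitted.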
KCNH2 3.1 block – inhibitors of human KCNH2 3.1 potassium channel isoform; U2OS KCNH2 3.1, thallium flux FluxOr; hits give low values; activity change, % (tested at about 1.8 µM); 0.95% of 340,000 active; AID 720553;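 active = maximum activity change below -70%; inconclusive = maximum activity change from -70% to -50%; inactive = maximum activity change above -50%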;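 also: thallium influx rate constant from kinetic fluorescence after stimulation buffer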
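FluxOr-based Tl+ influx in U2OS cells transduced with KCNH2 3.1 virus; rate constants normalized to DMSO controls.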
KCNH2 WT inh – KCNH2 (human, wildtype) channel inhibition | Q12809 | U2OS, BacMam KCNH2, thallium flux FluxOr; hits give low values | activity change, % at 1.84 µM | 0.37% of 340,000 active;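 active = maximum activity change below -70%; inconclusive = maximum activity change between -70% and -50%; inactive = maximum activity change above -50%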
Target sequence (Q12809 whole entry, looked up): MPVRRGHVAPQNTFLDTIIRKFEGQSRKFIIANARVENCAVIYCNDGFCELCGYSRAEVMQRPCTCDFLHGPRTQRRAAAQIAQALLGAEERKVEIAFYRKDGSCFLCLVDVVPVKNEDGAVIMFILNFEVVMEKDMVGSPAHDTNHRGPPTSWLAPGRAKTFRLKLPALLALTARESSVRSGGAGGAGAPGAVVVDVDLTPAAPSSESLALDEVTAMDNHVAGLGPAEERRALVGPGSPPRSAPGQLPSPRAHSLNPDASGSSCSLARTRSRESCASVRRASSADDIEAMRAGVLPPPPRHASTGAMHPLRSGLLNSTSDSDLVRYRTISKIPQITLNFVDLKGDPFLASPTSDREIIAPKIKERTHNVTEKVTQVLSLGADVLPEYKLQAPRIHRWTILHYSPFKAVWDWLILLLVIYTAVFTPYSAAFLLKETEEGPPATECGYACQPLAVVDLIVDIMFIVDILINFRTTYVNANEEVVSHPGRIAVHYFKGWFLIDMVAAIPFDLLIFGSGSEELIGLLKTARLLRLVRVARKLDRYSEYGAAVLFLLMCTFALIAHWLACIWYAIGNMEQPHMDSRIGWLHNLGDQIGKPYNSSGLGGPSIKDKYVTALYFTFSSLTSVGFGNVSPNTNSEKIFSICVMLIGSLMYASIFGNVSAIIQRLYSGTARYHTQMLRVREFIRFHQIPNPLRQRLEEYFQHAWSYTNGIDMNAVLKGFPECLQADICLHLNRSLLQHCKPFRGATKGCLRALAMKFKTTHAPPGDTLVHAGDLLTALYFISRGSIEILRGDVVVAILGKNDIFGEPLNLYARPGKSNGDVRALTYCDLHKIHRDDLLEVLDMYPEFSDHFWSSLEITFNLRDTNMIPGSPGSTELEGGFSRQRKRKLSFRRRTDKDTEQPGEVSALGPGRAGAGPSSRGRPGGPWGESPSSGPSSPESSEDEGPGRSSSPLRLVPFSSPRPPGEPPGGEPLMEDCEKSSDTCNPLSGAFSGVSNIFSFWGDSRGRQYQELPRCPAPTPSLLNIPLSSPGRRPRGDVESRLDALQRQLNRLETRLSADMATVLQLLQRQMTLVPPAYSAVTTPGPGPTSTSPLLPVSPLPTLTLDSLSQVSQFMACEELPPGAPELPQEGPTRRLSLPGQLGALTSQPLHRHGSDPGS
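U2OS cells were transduced with wild-type KCNH2 virus (2.03 x 10^8 / mL) for 4 h at room temperature, then cultured overnight at 37 C. Thallium flux was read with FluxOr dye. Rate constants were normalized to DMSO controls.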
Giardia killer – Giardia lamblia killing; AID 540267; 0.15% of 340,000 active; Giardia lamblia trophozoite viability; activity change, % at 7.66 µM, hits read low; in the data active = activity change below about -80%; inconclusive = between about -30% and that limit;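 also: parasites exposed to compound for two days anaerobically before the ATP read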
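Luminescent ATP signal served as the viability read-out, measured 15-30 min after adding ATP detection reagent to trophozoites that had been incubated with compounds for 48 hrs at 37 deg C anaerobically at 100 cells/well.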
B2AR arrestin – agonists driving beta-arrestin recruitment to human beta2-adrenergic receptor; 0.02% of 330,000 active; Potency, µM (titrated, usually from 46.1 µM), without a hit: at the highest dose activation, hits mostly activators; P07550; beta-arrestin recruitment to beta2AR, cell-based reporter; AID 492947;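 also: potency is read from the fitted curve at half-maximal effect; 0% = DMSO controls and full agonism = EC100 isoproterenol or metaproterenol; nearly all actives have a fitted effect of over 65% in size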
uPA surface inh – blocks generation of uPA at the cell surface | 0.31% of 330,000 active | AID 540303 | cell surface uPA generation assay, qHTS | Potency, µM (top dose mostly 38.3 µM), for inactives: at the top dose activity change, negative = inhibition, hits mostly inhibitors; active = well fitted inhibition curve with a large enough effect; inconclusive = small, poorly fitted or top-dose-only effect; inactive = no such curve, though single readings can be large or run the other way; tested in mouse RAW 264.7 cells; also: potency is read from the fitted curve at half-maximal effect; nearly all actives have a fitted effect of over 55% in size
Eya2 inh – blocks the phosphatase activity of human Eya2; 0.006% of 330,000 active; recombinant Eya2, OMFP fluorescence dephosphorylation (OMFP is methylfluorescein phosphate); O00167; Potency, µM (highest dose often 76.9 µM), for the others: at the highest dose activity, negative = inhibition, usual class: inhibitors; also: potency is read from the fitted curve at half-maximal effect
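Eya2 protein (added as 0.2 uM solution) was preincubated with compound for 10 min at ambient temperature in 50 mM HEPES pH 7.5, 50 mM NaCl, 5 uM MgCl2, 0.05% BSA, 1 mM DTT. OMFP (added at 50 uM) then reacted 10 min; fluorescence read at 485/525 nm.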
GALK inhibitor – blocks human galactokinase activity; P51570; Purified GALK, Kinase-Glo residual ATP luminescence; Potency, µM (doses to about 57.5 µM), for the others: top-dose activity change, negative = inhibition, most hits filed as inhibitors; 0.007% of 270,000 active; AID 1868; also: potency is read from the fitted curve at half-maximal effect
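GALK at 5 nM final was combined with compound, 35 uM ATP and 100 uM galactose in HEPES pH8.0 with MgCl2 and DTT. The reaction ran one hour at room temperature before luminescent ATP detection.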
Coupling enz – coupling enzyme interference in Giardia aldolase counter-screen. 0.67% of 290,000 active. coupling enzyme system counterscreen, AmpLite Red fluorescence. activity change, negative = inhibition, % at 58.2 µM, hits read low; in the data active = activity change below about -30%
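First, compound is pin-transferred into glyceraldehyde-3-phosphate coupling-enzyme reagent at 57.5 uM final and held 10 min at RT. Next, substrate, coupling system and AmpLite Red are added. After 20 min RT, fluorescence (525/598 nm) is read.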
An asterisk follows results filed as active; ? = inconclusive; · = no result given. Unless noted, calls follow the shape of the dose curve; as a rule, active = well fitted curve in the direction sought with a large enough effect; inconclusive = small, poorly fitted or top-dose-only effect, or another doubt; inactive = no such curve, though single readings can be large; an effect the other way counts as inactive or inconclusive. Unless noted, % is scaled to controls: 0 for no effect and ±100 for the full control effect.

smiles	PKM2 act	Chronic BCR inh	USP2a inh	KCNH2 3.1 block	KCNH2 WT inh	Giardia killer	B2AR arrestin	uPA surface inh	Eya2 inh	GALK inhibitor	Coupling enz
Cc1noc(C)c1S(=O)(=O)N1CCC(C(=O)N2CCN(c3ccccc3Cl)CC2)CC1	-4.1%	?	-1.0%	6.4	7.3	-5.6	0.3%	-6.0%	2.3%	-0.5%	-0.6
Cc1ccn(-c2ccc(NC(=O)c3cccs3)cc2)n1	·	?	4.3%	-4.3	0.6	?	0.0%	-6.7%	-4.7%	-6.9%	0.3
[O-]/C(=C(\C(=S)Nc1ccccc1F)[n+]1ccccc1)c1ccc(-c2ccccc2)cc1	-1.7%	?	-0.8%	3.7	-4.5	2.4	0.0%	2.4%	16.4%	13.5%	-1.4
CC1N(C(=O)N(C)C)CCN1S(=O)(=O)c1ccccc1 (stereo not given)	·	-0.6%	4.8%	-5.6	-2.4	-2.8	-0.5%	-2.0%	-5.5%	-1.3%	0.0
O=C1/C(=C/c2ccc(F)c(F)c2)CSc2sccc21	19.5%	?	2.6%	8.3	0.0	-13.0	-0.3%	0.9%	-1.2%	0.1%	-1.8
Cc1ccc(NC(=O)CN2C(=O)N/C(=C/c3cc(C)n(-c4ccc(C(=O)O)cc4)c3C)C2=O)cc1	9.5%	0.9%	1.5%	11.8	2.4	-14.6	-0.1%	3.4%	-1.5%	-0.7%	-0.9
Cc1ccc(-c2cc(C(=O)N/N=C/C=C/c3ccccc3)n[nH]2)o1	-0.4%	-6.5%	0.9%	-38.2	-1.9	-16.2	0.0%	-9.7%	-2.9%	-0.5%	-3.9
CCN1CCN(C(=O)NC(c2ccc(C)c(F)c2)C(Cl)Cl)CC1 (stereo not given)	1.3%	?	4.2%	16.8	-20.3	-4.9	0.1%	4.3%	-1.2%	1.8%	0.7
OCC1(Cc2ccccc2)CCN(Cc2cnn(-c3ccccc3F)c2)CC1	0.7%	7.5%	1.1%	-7.6	21.4	11.3	0.0%	1.5%	-2.6%	14.1%	2.1
O=C(Nc1nnc(C23CC4CC(CC(C4)C2)C3)s1)c1ccc(N2C(=O)CCC2=O)cc1	0.4%	12.1%	0.4%	4.9	-2.6	?	0.2%	3.7%	?	-4.0%	1.0
CCOC(=O)c1c(NC(=O)CCl)sc(CN(C)C)c1-c1ccccc1	-0.1%	?	-0.5%	-20.6	-1.3	23.9	-0.7%	-14.5%	3.4%	6.2%	-0.9
Cc1cc(NS(=O)(=O)c2ccc(NC(=O)C(c3ccccc3)c3ccccc3)cc2)no1	-1.4%	0.4%	1.0%	-10.0	-5.6	-3.6	-0.1%	5.4%	7.5%	0.3%	13.9
COc1ccc(C2=NN(C(=O)c3ccccc3)C(c3ccc(OC)c(OC)c3)C2)c(O)c1 (stereo not given)	·	4.3%	-2.8%	0.9	-8.7	-5.0	-0.5%	21.1%	14.1%	-1.5%	-2.6
CCOc1ccc(N(C)S(=O)(=O)c2ccc(C)c(C(=O)OCC(=O)c3c[nH]c4ccccc34)c2)cc1	-0.6%	-2.6%	4.0%	-9.3	9.1	1.0	0.1%	7.1%	7.2%	-1.5%	-3.6
CCc1sc(C(=O)Nc2cccc(-n3cnnn3)c2)cc1C	·	-5.5%	0.4%	-0.1	1.5	4.4	-0.1%	0.3%	-8.4%	·	·
O=C(COc1cccnc1[N+](=O)[O-])NCCc1ccccc1	-1.0%	14.5%	-3.4%	21.0	-1.0	?	-0.1%	-1.4%	-5.5%	12.7%	2.1
COc1ccc2c(CC(=O)OCC(=O)NC(=O)c3cccn3C)coc2c1	-1.4%	?	4.1%	-1.2	2.5	18.2	0.6%	-4.9%	12.7%	-0.6%	-1.7
Cc1ccc(-n2c(C)cc(/C=c3/sc4nc5ccccc5n4c3=O)c2C)cc1	-3.9%	?	-2.4%	-9.6	-7.2	4.4	-0.9%	8.2%	-3.1%	0.5%	2.1
CC(=O)/C(C#N)=C1\NC(=O)C(Cc2ccc(F)cc2)S1 (stereo not given)	1.2%	8.7%	6.7%	5.3	5.5	9.7	-0.9%	-4.5%	6.3%	-0.3%	13.2
COc1ccc(-c2cc(C(=O)NCC3CCCO3)c3ccccc3n2)cc1 (stereo not given)	-8.5%	0.6%	-1.3%	-6.2	6.2	15.5	-0.1%	-27.3%	2.3%	-1.9%	0.6
CC(=O)NC1(c2ccc(F)cc2)CCN(C(=O)c2c(F)cccc2F)CC1	-0.1%	?	1.9%	?	-11.0	-19.6	-0.2%	1.0%	-1.1%	0.3%	2.3
CCOc1cc(/C=N/N=C2/NC(=O)C(CC(=O)O)S2)ccc1OCc1ccc(Cl)cc1Cl (stereo not given)	24.3%	-0.6%	-0.4%	-20.1	3.6	-16.6	0.4%	-9.1%	-4.1%	-1.5%	15.0
Fc1ccccc1NC(=S)N1CCCCC1	-16.1%	0.7%	1.7%	-13.0	-5.1	9.4	-1.2%	1.0%	3.9%	-3.0%	3.6
CC(OC(=O)Cc1ccc(Br)cc1)C(=O)NC1CCCC1 (stereo not given)	·	?	-0.9%	2.7	-1.2	-11.5	-0.8%	2.9%	-4.4%	·	·
COc1cccc(CNc2nc3nc4c(c(=O)n3[nH]2)CCC4)c1	-3.5%	-2.1%	1.3%	11.2	-4.6	-8.1	-1.1%	7.0%	3.2%	2.0%	-6.2
COCc1cc(=O)[nH]c2cc(NC(=O)C(C)(C)CCl)c(C)cc12	1.8%	9.6%	-0.2%	3.2	-3.5	7.6	-0.1%	-2.0%	1.7%	-0.2%	-0.3
O=C(NC1CCCC1)C(c1ccc(Cl)cc1)N1CCN(C2CCCCC2)CC1 (stereo not given)	-0.9%	-13.3%	-3.7%	-6.5	24.2	0.1	0.3%	-2.3%	-12.5%	5.3%	1.3
O=S(=O)(c1ccc(F)cc1)N1CCC(O)(c2ccc3c(c2)OCO3)CC1	2.4%	-11.0%	-3.5%	-0.4	-7.3	-15.3	-0.3%	8.9%	-7.7%	-0.8%	7.4
Cc1ccc(C)c(NC(=O)NNC(=O)c2cc3ccccc3cc2O)c1	-1.6%	2.4%	0.4%	·	-16.8	12.8	0.1%	0.1%	-1.6%	-4.7%	·
Cc1cc(C)c(S(=O)(=O)NC(C)C)c(C)c1-n1cnnn1	-3.1%	9.5%	-0.7%	-5.0	1.6	6.7	-0.1%	-2.7%	4.9%	-3.0%	-2.7
COc1ccc(NC(=O)CS(=O)(=O)c2ccc(Br)cc2)cc1	·	1.4%	1.5%	8.0	3.1	?	-0.8%	0.0%	-9.9%	-3.6%	0.8
CCC1(c2ccc(F)cc2)NC(=O)N(CC(=O)NCC(=O)Nc2cccc(C)c2C)C1=O (stereo not given)	·	0.5%	0.2%	2.1	-3.7	-23.4	-0.4%	1.2%	5.6%	·	·
CCN1CCc2c(sc3c2c(NCc2ccco2)nc2nnnn23)C1	1.5%	3.3%	1.0%	-30.6	-8.2	-4.1	0.0%	10.3%	1.0%	0.4%	-6.3
CCCCOC(=O)C(NC(=O)c1ccccc1)=C(C)C	-1.9%	19.7%	2.4%	8.3	-4.3	4.3	3.7%	-0.2%	-7.8%	-3.9%	5.0
Cc1ccc(C(=O)NCCCN2CCOCC2)cc1N1CCCC1=O	-1.2%	5.5%	1.3%	10.4	5.1	-8.3	-0.2%	1.9%	10.0%	-1.0%	2.9
O=C(Nc1ccncc1NC(=O)c1cccc([N+](=O)[O-])c1)c1cccc([N+](=O)[O-])c1	-0.3%	0.5%	0.5%	-22.5	2.6	0.7	-0.1%	1.0%	-1.7%	-0.3%	1.0
COc1ccc(NC(C)=O)cc1S(=O)(=O)NC1CCSc2ccccc21 (stereo not given)	·	1.9%	0.5%	2.3	0.0	3.5	0.0%	-3.4%	-9.2%	-0.3%	-0.5
Cc1ccc2nc(-c3ccc(S(=O)(=O)N4CCOCC4)cc3)cn2c1	-8.7%	-1.2%	1.0%	·	·	·	-0.2%	·	3.7%	0.9%	0.7
CCOc1cc(Cl)c(S(=O)(=O)NCCCn2ccnc2)cc1Cl	1.8%	0.8%	1.4%	-8.1	9.6	2.0	-1.8%	-22.3%	-0.9%	-5.4%	-1.0
O=C(Nc1nnc(CSCc2ccc(Cl)cc2)s1)c1cccc([N+](=O)[O-])c1	0.6%	?	2.9%	-6.7	-7.0	-18.7	-1.3%	-5.7%	-5.9%	-0.2%	-7.3
Cn1cc(C(=O)Nc2ccccn2)c(=O)c2ccccc21	·	2.0%	-1.6%	29.6	-21.9	10.6	0.4%	-1.6%	11.2%	-3.8%	-1.6

Source: PubChem BioAssay
